# PAX8 inh HTS – inhibitors of PAX8-driven TPO luciferase reporter, primary screen, RMG-I cells, single concentration | SteadyGlo, 24 h | inhibition, % at 12.6 µM | 360,000 compounds, 1.2% hits | AID 652154, 2013;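 active = mean replicate inhibition at least 60% with every replicate also reaching 60%; inconclusive = only one of the two criteria is met; inactive = mean below 60% and not all replicates reaching 60%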;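 also: luciferase light reporting Pax8 driven TPO promoter activity; plate controls were median of neutral control wells for no effect and mitoxantrone controls for full effect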
# EWS-Fli block – EWS/Fli-driven NR0B1 reporter inhibitors, primary screen, A673 cells, NR0B1 luciferase, luminescence, MLPCN library; viability-normalised; inhibition, % at 12.6 µM; 350,000 compounds, 0.67% hits;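 active = mean inhibition of at least 50% after viability correction, with every replicate also passing that limit; inconclusive = mean reaches 50% but only one of two replicates passes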;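 also: firefly luciferase signal divided by Alamar Blue viability fluorescence both relative to DMSO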
# ARNT TACC3 PPI – disruptors of ARNT/TACC3 protein interaction, primary screen, biochemical, AlphaScreen, single concentration; AlphaScreen His-ARNT PAS-B/GST-TACC3 binding, luminescence; TACC3 fragment carries E629A point mutation; inhibition, % at 9.99 µM; Transforming acidic coiled-coil-containing protein 3 (Homo sapiens), Q9Y6A5; 390,000 compounds, 0.66% hits;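 active = mean inhibition of replicates at least 50% and at least half of replicates each reaching 50%; inconclusive = half or more replicates reach 50% but mean below 50%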;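 also: 0% = complete ARNT plus TACC3 wells and 100% = ARNT alone without TACC3; many hits fall short of the cut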
# DENV2 CPE rescue – inhibitors of DENV2 cytopathic effect, primary screen, cell-based, plate reader, single concentration; DENV2-infected cells, cytopathic effect rescue; CPE inhibition, % at 9.99 µM; 350,000 compounds, 1.7% hits; in the data active = CPE inhibition above about 20%, passing the limit was not always enough; inconclusive = no clear call, values can overlap the other calls; tested in BHK-21 cells;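 also: 0% = median of neutral control wells and 100% = median of positive control wells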
# CASP6 VEID inh – human caspase-6 inhibitors, primary screen, biochemical, VEID-R110 fluorescence, single point, set 2 | P55212 | purified caspase-6, Z-VEID-R110 cleavage fluorescence | inhibition, % at 12.5 µM | 350,000 compounds, 0.53% hits | AID 686996, 2013;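 active = mean inhibition across replicates at least about 35%, with every replicate also reaching that limit, limit read from the data; inconclusive = only one of the two criteria met; inactive = neither criterion met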;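 also: 0% = median of neutral control wells and 100% = no fluorescence left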
# Target sequence (P55212 24-179 limits assumed): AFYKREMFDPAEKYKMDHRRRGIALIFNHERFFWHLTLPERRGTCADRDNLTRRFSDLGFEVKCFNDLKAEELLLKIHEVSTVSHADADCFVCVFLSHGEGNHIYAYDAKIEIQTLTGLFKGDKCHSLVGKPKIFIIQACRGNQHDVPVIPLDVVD
# Target sequence (P55212 194-293 limits assumed): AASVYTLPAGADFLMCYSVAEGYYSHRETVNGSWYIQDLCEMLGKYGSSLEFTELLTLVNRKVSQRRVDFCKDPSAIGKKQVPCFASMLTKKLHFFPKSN
# SIRT5 block – SIRT5 desuccinylase inhibitors, primary screen, biochemical, fluorescence imaging, single point, set 5 | Purified SirT5, succinyl-peptide AMC, trypsin-coupled fluorescence | AID 652115, 2013 | 330,000 compounds, 1.1% hits | inhibition, % at 15 µM; in the data active = inhibition above about 15%; inconclusive = no clear call, values can overlap the other calls
# Target sequence (Q9NXA8 whole entry, looked up): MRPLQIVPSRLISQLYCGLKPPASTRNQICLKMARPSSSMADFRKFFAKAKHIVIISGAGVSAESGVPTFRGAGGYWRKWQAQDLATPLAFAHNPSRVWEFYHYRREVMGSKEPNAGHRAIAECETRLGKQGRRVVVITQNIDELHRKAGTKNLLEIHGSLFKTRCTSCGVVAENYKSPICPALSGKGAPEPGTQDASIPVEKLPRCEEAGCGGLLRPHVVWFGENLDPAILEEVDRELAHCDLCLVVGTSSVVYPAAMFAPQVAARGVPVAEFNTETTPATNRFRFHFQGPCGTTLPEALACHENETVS
# LGR2 antag – inhibitors of bursicon-induced LGR2 CRE-luciferase signal, primary screen, cell-based, HEK293, CRE-luciferase reporter, bursicon stimulation; Drosophila bursicon receptor LGR2 (rickets); bursicon-stimulated, 4 h; inhibition, % at 9.99 µM; 380,000 compounds, 0.35% hits; AID 720647, 2013;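 active = drop in luminescence signal, shown as inhibition above about 50% in the replicate tests, limit read from the data, passing the limit was not always enough; inconclusive = probably only some replicates passing the limit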;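 also: agonist challenge used bursicon conditioned medium at about half maximal strength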
# * hit, by the source's call; ? = inconclusive; nt = no result given.
SMILES,PAX8 inh HTS,EWS-Fli block,ARNT TACC3 PPI,DENV2 CPE rescue,CASP6 VEID inh,SIRT5 block,LGR2 antag
O=C(c1ccc(Cl)cc1)N(Cc1ccc(Br)cc1)N1C(=O)CCC1=O,11,8,-4,-6,0,1,-7
CC(C)C(=O)Nc1nnc(SCc2cccc(F)c2)s1,-13,0,-4,-3,-4,-1,-32
COCCn1c(SCC(=O)Nc2cccnc2Cl)nc2cc(Cl)ccc2c1=O,8,6,6,-5,-1,0,-5
CC(=O)Nc1ccc(C(=O)OCC(=O)N(Cc2ccccc2)C(C)(C)C)cc1,nt,nt,5,nt,1,-4,6
Cc1ccc(CNC(=O)C(NS(=O)(=O)c2cccc3nsnc23)c2ccccc2)cc1 (stereo not given),-2,nt,-7,nt,nt,nt,7
CCC(=O)N(C)C[C@H]1Oc2cc(C#Cc3ccccc3)ccc2S(=O)(=O)N([C@H](C)CO)C[C@H]1C,27,-6,-2,-2,1,2,2
COC(=O)/C=C1\N/C(=N\c2nc(C)cc(C)n2)N(c2ccc(C)cc2)C1=O,6,16,4,9,0,0,7
Cc1cc(C)cc(C(=O)NC(CC(N)=O)c2ccc(NC3CCCCC3)c([N+](=O)[O-])c2)c1 (stereo not given),-4,2,0,1,nt,nt,-1
CC(C)(C)OC(=O)N1CCCN(C(=O)c2ccc(Cl)cc2)CC1,10,-5,-10,?,0,-3,-7
O=C(CN1C(=O)S/C(=C\c2ccccn2)C1=O)Nc1ccc(F)cc1,1,13,-4,-3,0,0,7
O=C(O)c1cc(-c2ccco2)nc2cc3ccccc3cc12,12,-24,6,0,32,-6,-3
Cc1cccc(C)c1NC(=O)CCCSc1nnc(-c2ccc(Cl)cc2)n1-c1ccccc1,14,13,14,-1,1,-2,28
CCCNC(=O)C[C@H]1C[C@@H]2c3cc(NC(=O)C4CCC4)ccc3O[C@@H]2[C@@H](CO)O1,-6,2,-4,2,-1,-4,12
C[C@@H]1CN([C@@H](C)CO)C(=O)c2cc(C#CCc3ccccc3)cnc2O[C@H]1CN(C)C(=O)C1CC1,nt,-4,0,9,1,-6,-7
CCCN(C)C[C@H]1Oc2cc(C#Cc3cccc(F)c3)ccc2S(=O)(=O)N([C@@H](C)CO)C[C@H]1C,nt,13,3,nt,-2,-1,5
COc1ccc(NC(=O)c2cccnn2)cc1,-50,-43,2,-3,-6,-1,-11
CCCn1c2ccccc2c2cnn(CC(=O)NCCCN3CCCCC3CC)c(=O)c21 (stereo not given),2,11,-32,3,-13,-3,7
Cc1ccc(NC(=O)COc2ccc(N(C)S(=O)(=O)c3ccc(F)cc3)cc2)cc1,20,9,-7,4,1,2,12
Cc1cc(C)nc(NC(=O)c2ccc(Cl)c([N+](=O)[O-])c2)n1,13,12,-9,1,-4,0,-8
CC1=C(C(=O)N(C)C)CC(CC(=O)NC(c2ccccc2)c2ccccc2)C(=O)N1CCC1=CCCCC1 (stereo not given),3,1,nt,14,2,0,-2
CO[C@@H](CN(C)C(=O)c1ccc2c(c1)OCO2)[C@H](C)CN([C@@H](C)CO)S(=O)(=O)c1ccc(F)cc1,nt,-3,nt,1,-2,nt,7
CCN1CCN(c2ccc(NC(=O)c3ccc4c(c3)OCCO4)cc2C)CC1,-122,-83,-7,-4,-3,-1,-50
Cc1ccc(S(=O)(=O)N(C)C[C@@H]2Oc3ccc(NC(=O)NC4CCCCC4)cc3C(=O)N([C@H](C)CO)C[C@H]2C)cc1,7,3,-11,-3,0,4,8
Cc1ccc(-c2onc3ccc(C(=O)/C=C/N(C)C)cc23)cc1,-11,-9,5,-1,5,0,-5
CCOc1ccc(C(=O)NC(=S)Nc2ccccc2N2CCCCC2)cc1[N+](=O)[O-],20,nt,-3,nt,nt,nt,3

# More compounds
SMILES,PAX8 inh HTS,EWS-Fli block,ARNT TACC3 PPI,DENV2 CPE rescue,CASP6 VEID inh,SIRT5 block,LGR2 antag
CC(Cc1ccccc1)C(=O)N(C)Cc1ccccc1 (stereo not given),-2,-8,27,7,-7,1,1
Cc1[nH]c(=O)c(C#N)cc1-c1ccncc1,1,-1,5,9,-7,-1,-6
CC1(C)CC(=O)C=C(c2ccc(-c3ccc(S(C)(=O)=O)cc3)cc2)C1=O,0,-65,nt,1,-1,-3,-33
COCCCNC(=O)C1Cc2cc(S(=O)(=O)N3CCCC3)ccc2N1C(C)=O (stereo not given),-1,nt,0,?,4,-3,2
CC(=O)OC1CCC2(C)C(CCC3C4CC=C(C(C)=O)C4(C)OC(=O)CC32)C1 (stereo not given),100*,15,nt,-1,6,nt,107*
C[C@H](NC(=O)NCc1ccc(F)cc1)C(=O)O,4,1,nt,nt,nt,nt,3
C[C@H](CO)N1C[C@H](C)[C@H](CN(C)C(=O)Nc2ccc3c(c2)OCO3)Oc2ccc(NS(=O)(=O)c3ccc(F)cc3)cc2CC1=O,-12,-18,nt,nt,nt,nt,-8
O=C(C1CCCC1)N1CC2(C1)[C@H](c1ccccc1)[C@H](CO)N2CC1CCCC1,nt,0,nt,5,1,11,-10
O=C(CSc1nc2nc(-c3cccs3)cc(C(F)(F)F)c2c(=O)[nH]1)C(F)(F)F,3,8,-2,1,4,-51,3
CS(=O)(=O)Nc1ccc2c(c1)[C@@H]1C[C@H](CC(=O)NCc3cccnc3)O[C@@H](CO)[C@@H]1O2,-15,-2,-7,-1,2,-1,9
Clc1ccc(CN2CCN(c3ncccn3)CC2)cc1Cl,-18,2,-6,0,0,-2,9
CC1(C)CC[C@]2(C(=O)O[C@@H]3OC(CO)[C@@H](O)[C@H](O)[C@H]3O)CC[C@]3(C)C(=CCC4[C@@]5(C)CC[C@H](O[C@@H]6OC(C(=O)O)[C@@H](O)[C@H](O)[C@H]6O)C(C)(C)C5CC[C@]43C)[C@@H]2C1 (stereo not given in full),-7,4,-8,-10,3,-1,12
O=C(O)C[C@H]1C[C@@H]2c3cc(NC(=O)NC4CCCC4)ccc3O[C@@H]2[C@@H](CO)O1,-6,-2,-12,16,2,-2,7
C=CC[C@@H](Cc1ccc(F)cc1)C(=O)OC[C@@H]1CCCN1C(=O)[C@@H](CC=C)CC(=O)N(CCO)Cc1ccccc1,36,-7,-10,-10,3,0,6
CCCCSc1nc2sc3c(c2c(=O)n1-c1ccc(OC)cc1)CCN(C)C3,2,0,nt,-7,nt,-1,-4
CC(C)N1CCN(Cc2cnc(-c3ccccc3)s2)CC1CCO (stereo not given),16,7,0,4,-3,22*,-5
Cc1ccc(C(=O)NNC(=O)c2ccc3ccccc3c2O)cc1,9,7,16,-3,1,-1,-3
O=C(c1ccc2c(c1)OCO2)N1CC[C@@H]2[C@H]1c1cc(C#Cc3ccccc3)ccc1N[C@@H]2CO,-21,2,-10,-23,nt,nt,-9
COc1ccc(S(=O)(=O)Nc2cccc3c2O[C@@H](CN(C)S(=O)(=O)c2ccc(Cl)cc2)[C@H](C)CN([C@H](C)CO)C3=O)cc1,-15,0,3,-1,-1,-1,28
CCc1nnc(NS(=O)(=O)c2ccc(N/C=C\C(=O)c3cccc4ccccc34)cc2)s1,13,nt,32,nt,nt,nt,-16
CN(C)CC(=O)N1CC[C@@H]2[C@@H](CO)N(C)c3ccc(Br)cc3[C@@H]21,14,6,16,2,nt,nt,12
Cc1csc(NC(=O)CCCNC(=O)c2ccc(Cl)cc2)n1,-6,-10,nt,?,-1,1,5
COCCN1C(=O)CCC1(C)C(=O)NC(C)(C)C (stereo not given),6,-8,nt,-4,-1,-1,6
COC(=O)c1c(NC(C)=O)sc2c1CCCCC2,-4,nt,-4,nt,nt,nt,-18
O=C(NC(=S)Nc1ccccc1N1CCOCC1)c1sc2ccccc2c1Cl,-11,nt,1,nt,nt,nt,-1

# Exported field by field: two of the compounds above
Cc1ccc(C(=O)NNC(=O)c2ccc3ccccc3c2O)cc1
  PAX8 inh HTS: 9; EWS-Fli block: 7; ARNT TACC3 PPI: 16; DENV2 CPE rescue: -3; CASP6 VEID inh: 1; SIRT5 block: -1; LGR2 antag: -3

O=C(c1ccc2c(c1)OCO2)N1CC[C@@H]2[C@H]1c1cc(C#Cc3ccccc3)ccc1N[C@@H]2CO
  PAX8 inh HTS: -21; EWS-Fli block: 2; ARNT TACC3 PPI: -10; DENV2 CPE rescue: -23; CASP6 VEID inh: nt; SIRT5 block: nt; LGR2 antag: -9

# Next section.
SMILES,PAX8 inh HTS,EWS-Fli block,ARNT TACC3 PPI,DENV2 CPE rescue,CASP6 VEID inh,SIRT5 block,LGR2 antag
OC1CC2CCC(C1)N2CCCN1c2ccccc2Sc2ccc(Cl)cc21 (stereo not given),22,25,19,5,-17,-2,19
CN(C)C(=O)C[C@H]1CC[C@H]2[C@@H](COC[C@H](O)CN2CC2CC2)O1,0,-2,-4,-2,-8,-4,2
C[C@H]1CN([C@@H](C)CO)C(=O)c2cc(NS(=O)(=O)c3cccs3)ccc2O[C@H]1CN(C)Cc1ccc2c(c1)OCO2,nt,5,-3,-1,0,-6,-22
CO[C@H]1CN(C)C(=O)c2cc(NC(=O)Cc3ccccc3)ccc2OC[C@@H](C)N(C(=O)c2ccccc2F)C[C@@H]1C,14,-3,-10,5,-3,-1,-9
Cc1ccccc1OCC(=O)NC1CCCCCCC1,-64,-1,17,0,1,1,-31
COc1ccc(NC(=O)CSc2nc3c(c(=O)n2-c2ccc(C)cc2)SCC3)c(OC)c1,33,0,-5,-8,-4,3,0
CCCOc1ccc(C(=O)CCC(=O)OCC(=O)N(CC)c2c(N)n(Cc3ccccc3)c(=O)[nH]c2=O)cc1,-12,-4,nt,-4,-1,-2,-12
Cc1cc(Nc2ccc(C(=O)N3CCCCC3)cc2)c2cccc(C)c2n1,-19,1,34,-4,-2,-4,-7
CCN(C(=O)CCNC(=O)Cn1cnc2ccccc2c1=O)c1cccc(Cl)c1,4,9,nt,0,-4,-4,8
Cc1cccc(-n2ccnc2SCC(=O)O)c1C,-26,-1,-3,4,1,-1,6

# Molecules listed so far containing two or more sulfur atoms, in the order listed:
SMILES,PAX8 inh HTS,EWS-Fli block,ARNT TACC3 PPI,DENV2 CPE rescue,CASP6 VEID inh,SIRT5 block,LGR2 antag
CC(C)C(=O)Nc1nnc(SCc2cccc(F)c2)s1,-13,0,-4,-3,-4,-1,-32
Cc1ccc(CNC(=O)C(NS(=O)(=O)c2cccc3nsnc23)c2ccccc2)cc1 (stereo not given),-2,nt,-7,nt,nt,nt,7
O=C(CSc1nc2nc(-c3cccs3)cc(C(F)(F)F)c2c(=O)[nH]1)C(F)(F)F,3,8,-2,1,4,-51,3
CCCCSc1nc2sc3c(c2c(=O)n1-c1ccc(OC)cc1)CCN(C)C3,2,0,nt,-7,nt,-1,-4
COc1ccc(S(=O)(=O)Nc2cccc3c2O[C@@H](CN(C)S(=O)(=O)c2ccc(Cl)cc2)[C@H](C)CN([C@H](C)CO)C3=O)cc1,-15,0,3,-1,-1,-1,28
CCc1nnc(NS(=O)(=O)c2ccc(N/C=C\C(=O)c3cccc4ccccc34)cc2)s1,13,nt,32,nt,nt,nt,-16
O=C(NC(=S)Nc1ccccc1N1CCOCC1)c1sc2ccccc2c1Cl,-11,nt,1,nt,nt,nt,-1
C[C@H]1CN([C@@H](C)CO)C(=O)c2cc(NS(=O)(=O)c3cccs3)ccc2O[C@H]1CN(C)Cc1ccc2c(c1)OCO2,nt,5,-3,-1,0,-6,-22
COc1ccc(NC(=O)CSc2nc3c(c(=O)n2-c2ccc(C)cc2)SCC3)c(OC)c1,33,0,-5,-8,-4,3,0
